# Screens from PubChem.
# PDI inh: PDI (human) enzyme inhibition; P07237; PDI insulin aggregation turbidity, A650, 90 min; inhibition, % at 10 µM; 350,000 compounds, 0.052% hits; AID 588391;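 active means mean inhibition across replicates of 30% or more, whatever share of single replicates reach that level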;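 further: absorbance from insulin aggregation driven by PDI reduction with DTT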
# Target sequence (P07237 whole entry, looked up): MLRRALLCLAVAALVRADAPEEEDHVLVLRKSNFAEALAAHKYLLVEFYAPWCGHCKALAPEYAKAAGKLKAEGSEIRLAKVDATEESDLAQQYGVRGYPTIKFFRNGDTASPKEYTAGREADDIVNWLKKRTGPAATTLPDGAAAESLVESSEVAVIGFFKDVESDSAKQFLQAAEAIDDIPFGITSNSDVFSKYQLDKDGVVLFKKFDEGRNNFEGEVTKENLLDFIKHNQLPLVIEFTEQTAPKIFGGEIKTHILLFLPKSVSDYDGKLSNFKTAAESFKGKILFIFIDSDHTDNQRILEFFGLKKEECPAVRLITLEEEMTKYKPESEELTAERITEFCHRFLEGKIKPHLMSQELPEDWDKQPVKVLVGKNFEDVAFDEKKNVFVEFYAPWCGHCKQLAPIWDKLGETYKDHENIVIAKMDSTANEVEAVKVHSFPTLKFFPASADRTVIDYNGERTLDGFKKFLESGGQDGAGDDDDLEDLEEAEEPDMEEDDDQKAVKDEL
# aDG glyco act: alpha-DG glycosylation activation | Pro5-aDG cells, alpha-DG glycosylation AlphaScreen (IIH6); 0% Pro5, 100% B10-LARGE cell signal | activation, % at 10 µM | 360,000 compounds, 0.22% hits | AID 624168;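 active means activation of at least 8% versus controls, or a plate z-score of at least 8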;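 further: Pro5 are CHO cells carrying HIG-tagged alpha-DG that lacks glycosylation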
# hiPSC survival: enhancers of human iPSC single-cell survival; hiPSC single-cell survival, ATPlite luminescence; 100% = ROCK inhibitor wells, 0% = DMSO; survival enhancement, % at 20 µM; 360,000 compounds, 0.044% hits; AID 602274; in the data active means survival enhancement above about 18%;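 further: cells exposed to compounds for 16 hours before the ATP read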
# Exocytosis inh: lytic granule exocytosis inhibition; 360,000 compounds, 0.66% hits; TALL-104 LAMP-1 surface exposure, flow cytometry; cells stimulated with thapsigargin and PMA; inhibition, % at 10 µM; AID 651702;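 active means inhibition above about 55%, limit read from the data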
# MITF TRPM1 inh: reduces MITF-dependent TRPM1 promoter luciferase signal. SK-MEL-5 TRPM1 promoter luciferase, 24 h. inhibition, % at 12.5 µM. 330,000 compounds, 0.83% hits. AID 488899;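 active means mean inhibition across replicates of 60% or more, whatever share of single replicates reaches that level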; further: values of inactives mirror those of a sister screen read the other way
# NR2E3 ag-1: human photoreceptor-specific nuclear receptor agonism; Q9Y5X4; CHO-S Gal4-NCOR/VP16-NR2E3 two-hybrid, luciferase; inhibition of corepressor binding, % at 3.98 µM; 360,000 compounds, 0.35% hits; AID 602229;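 active means inhibition above the mean of all tested compounds plus 3 SD, cut at about 70% in these data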;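 further: 0% = DMSO with NR2E3 transfected cells and 100% = cells lacking NR2E3 construct; higher means lower luciferase signal from less NR2E3 corepressor binding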
# Target sequence (Q9Y5X4 whole entry, looked up, the tested form may be a part): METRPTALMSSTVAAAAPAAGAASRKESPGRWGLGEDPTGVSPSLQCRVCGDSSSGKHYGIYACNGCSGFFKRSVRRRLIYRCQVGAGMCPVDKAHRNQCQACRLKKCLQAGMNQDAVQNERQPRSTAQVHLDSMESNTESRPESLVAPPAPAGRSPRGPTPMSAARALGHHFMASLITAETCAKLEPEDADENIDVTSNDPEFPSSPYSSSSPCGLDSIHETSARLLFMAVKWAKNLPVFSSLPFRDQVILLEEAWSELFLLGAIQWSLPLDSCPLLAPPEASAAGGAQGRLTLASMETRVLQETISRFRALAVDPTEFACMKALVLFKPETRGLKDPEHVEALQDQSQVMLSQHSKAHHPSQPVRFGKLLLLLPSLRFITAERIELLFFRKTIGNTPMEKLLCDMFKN
# NR2E3 ag-2: agonists of human nuclear receptor NR2E3. AID 2300. 320,000 compounds, 0.12% hits. GST-NR2E3/biotin-RetCOR TR-FRET, 1536-well. inhibition of corepressor binding, % at 4.78 µM. Q9Y5X4;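 active means percent inhibition above the cutoff of mean plus 3 SD of all tested compounds, set per screening campaign, cut at about 20% in these data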;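 further: 0% = DMSO wells and 100% = biotin wells as full block of FRET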
#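 Material: NR2E3–RetCOR corepressor complex / Amount: 1.35 nM GST-NR2E3 / Medium: Tris pH 7.5 / Compound: single nominal compound dose of 4.8 µM / Incubation: 5 h at 4 °C / Technique: TR-FRET, Eu(K)-anti-GST donor, streptavidin-D2 acceptor, ex 340, em 617/671 nm / Read-out basis: percent loss of FRET ratio relative to control wells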
# CaV13 FRET inh: Primary screen for inhibitors of IQ motif and Ca2+-dependent inactivation inhibitor domain binding in CACNA1D, Förster resonance energy transfer in living cells, …; HEK cells, CFP/YFP FRET ICDI-IQ, plate reader, 10 min; percent FRET-ratio fall versus neutral wells; inhibition, % at 12.3 µM; 340,000 compounds, 0.098% hits;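 active means mean replicate inhibition of at least 30% and at least 1% of replicates passing that level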;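 further: 0% = median of the neutral control wells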
# Peg3 prom inh: inhibitors of Peg3 promoter; HeLa PEG-Prom luciferase reporter, luminescence, overnight; inhibition, % at 20 µM; AID 588405; 360,000 compounds, 1.7% hits;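 active means inhibition of at least 50% at 20 µM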
# HIF-2a inh: HIF-2a inhibition; 786-0 RCC cells HIF-2a reporter, luciferase luminescence, overnight; 360,000 compounds, 0.72% hits; inhibition, % at 18.8 µM;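 active means inhibition of the luminescence signal of 40% or more relative to plate controls, in a single-dose primary screen at 18.75 µM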
# Vif inh: inhibitors of HIV Vif; HEK293T cells, Vif self-association by quenched fluorescence, imaging, 24 h; inhibition, % at 7.49 µM; 340,000 compounds, 0.35% hits; in the data active means inhibition above about 50%, passing the limit was not always enough; further: some results filed as inactive read as strong as hits
# Starred values were filed as active, the others as inactive; . = not tested or not shown. No enrichment for hits; 3.5% or so of the library scored in one or more.
SMILES,PDI inh,aDG glyco act,hiPSC survival,Exocytosis inh,MITF TRPM1 inh,NR2E3 ag-1,NR2E3 ag-2,CaV13 FRET inh,Peg3 prom inh,HIF-2a inh,Vif inh
O=C1CC(N2CCN(Cc3ccccc3)CC2)C(=O)N1 (configuration not stated),7,-0.4,0.1,3,14,-9,0,4,12,12,1
O=C(Nc1ccc(-c2cnco2)cc1)c1ccc(Cl)cc1,0,-0.1,-0.3,1,.,-52,1,-5,-98,-133,3
CCO/C(C)=N/Oc1cc(OC)cc(OC)c1,.,0.3,1.0,-3,.,2,.,-11,-20,4,0
COc1ccc(S(=O)(=O)Nc2nnc(Cc3ccc(OC)c(OC)c3)s2)cc1,-6,-0.4,0.4,0,-10,-23,6,-2,9,14,18
O=C(Nc1ccccc1N1CCOCC1)c1cc(-c2ccco2)nc2ccccc12,-8,-0.9,7.3,4,7,7,1,-7,60*,-7,-25
O=C(COC(=O)c1cc[n+]([O-])cc1)Nc1ccc(F)c([N+](=O)[O-])c1,-6,0.1,-0.8,-9,2,-12,-2,-2,10,22,-3
CCOC(=O)C1CCN(C(=O)c2cc3c(s2)-c2ccccc2OC3)CC1,.,-0.1,4.4,-3,.,-130,3,-2,-252,-198,0
O=C(NCc1ccco1)c1nc2ccccc2s1,3,0.1,-2.1,0,-35,-49,-1,-8,-118,-140,-6
CC1(C(=O)N2CC3(CC(c4ccccc4)=NO3)C[C@H]2C(=O)NCC(N)=O)CC1 (some centres not stated),-2,-0.1,-2.0,-3,-5,-2,1,-4,-6,11,-2
Cn1nc(C(F)(F)F)c(-c2ccccc2)c1NC(=O)c1ccco1,8,0.1,0.0,-2,5,1,-3,-4,14,22,-4
CNC(=O)N(c1ccccc1)c1ccccc1,-6,0.0,-1.1,0,-6,-15,-2,-5,3,12,0
CCn1nnc(NC(=O)c2cccc(-c3cc4ccccc4oc3=O)c2)n1,4,0.2,-3.9,0,7,-115,2,-6,-90,-100,-7
CC(=O)C1CCC2C3CCC4=CC(=O)CC[C@]4(C)[C@@]3(F)C(O)C[C@]12C (some centres not stated),1,0.0,0.6,1,-5,24,-4,-19,12,27,.
CC1(C)CC(=O)C(C=NCCc2ccc(O)cc2)=C(O)C1,7,0.1,-1.1,-1,12,6,3,.,-1,1,1
CN(C)CCn1c(=O)n(-c2cccc(Cl)c2)c(=O)c2c3c(sc21)CCCCC3,-5,-0.2,0.1,8,11,3,3,-5,6,25,3
O=C(CSc1nnc(CNC(=O)c2c(F)cccc2F)o1)NCc1ccco1,-2,0.3,-0.2,-8,7,1,4,.,-1,10,0
Cc1ccnc(NS(=O)(=O)c2cccc([N+](=O)[O-])c2)c1,-3,-0.1,-0.4,2,-2,6,0,1,11,-1,-2
COCCCn1c(SCC(=O)c2ccccc2)nc2ccccc2c1=O,-2,0.7,-0.5,-1,-1,11,0,-2,14,-15,-3
O=S(=O)(NC1CC(NS(=O)(=O)OCC(Cl)(Cl)Cl)C2CCCCC12)OCC(Cl)(Cl)Cl (configuration not stated),3,0.0,-3.7,-6,10,-8,1,.,57*,-32,6
Nc1nonc1-n1nnc(C(=O)N/N=C/c2ccoc2)c1-c1ccccc1,3,-0.1,0.7,2,5,-20,2,-3,-2,-1,-2
CC(NC(=O)COC(=O)C1=NN(c2ccccc2)C(=O)CC1)c1ccccc1 (configuration not stated),-13,0.0,-0.4,0,-6,14,.,.,4,9,13
O=C(O)c1ccc(N2C(=O)C3C4c5ccccc5C(Br)(c5ccccc54)C3C2=O)cc1 (configuration not stated),0,0.0,-0.6,-2,1,19,4,-6,17,23,-1
N#CC1=C(SCc2ccccc2)NC(=O)CC1c1cccc(O)c1 (configuration not stated),-2,-0.1,-2.2,0,2,18,0,-5,19,9,-10
COc1ccc(C(CNc2ncnc3sc(C)c(C)c23)N(C)C)cc1 (configuration not stated),7,0.0,-0.7,11,.,-14,1,-2,13,14,-5
CC(=S)/C=C1\Sc2ccccc2N1C,-15,0.5,0.6,8,8,-4,0,-7,-28,-38,6

# One compound at a time, from the list above. Order of values: PDI inh, aDG glyco act, hiPSC survival, Exocytosis inh, MITF TRPM1 inh, NR2E3 ag-1, NR2E3 ag-2, CaV13 FRET inh, Peg3 prom inh, HIF-2a inh, Vif inh
# COc1ccc(S(=O)(=O)Nc2nnc(Cc3ccc(OC)c(OC)c3)s2)cc1 as listed: -6, -0.4, 0.4, 0, -10, -23, 6, -2, 9, 14, 18
# Nc1nonc1-n1nnc(C(=O)N/N=C/c2ccoc2)c1-c1ccccc1 as listed: 3, -0.1, 0.7, 2, 5, -20, 2, -3, -2, -1, -2
# O=C(O)c1ccc(N2C(=O)C3C4c5ccccc5C(Br)(c5ccccc54)C3C2=O)cc1 (configuration not stated) as listed: 0, 0.0, -0.6, -2, 1, 19, 4, -6, 17, 23, -1

# The list goes on.
SMILES,PDI inh,aDG glyco act,hiPSC survival,Exocytosis inh,MITF TRPM1 inh,NR2E3 ag-1,NR2E3 ag-2,CaV13 FRET inh,Peg3 prom inh,HIF-2a inh,Vif inh
COc1cc(NC(=O)Cn2nnc(-c3ccncc3)n2)cc(OC)c1,0,0.2,1.1,6,5,-21,-2,-8,1,2,-3
COc1ccc(NC(=S)NN2CCN(C)CC2)cc1OC,0,-0.3,-2.5,22,-6,-17,-7,-4,-11,2,-14
Cc1nnc(NC(=O)c2cccc(S(=O)(=O)N3CCOCC3)c2)s1,7,-0.1,0.6,-3,8,-1,-3,.,16,14,4
CC1OC(c2ccccc2)OC2COC(c3ccccc3)OC12 (configuration not stated),-4,0.2,2.6,-7,-10,25,.,-3,-12,-20,2
CN(Cc1ccccc1)C(=O)Cn1c(=O)c2cccn2c2cccnc21,-13,-0.1,0.0,-7,1,11,-5,-2,-8,-8,-3
Cn1cccc1/C=C1\SC(=O)N(c2ccccc2)C1=O,-4,0.1,-2.2,2,-98,-167,-2,-5,-266,-258,-9
COc1ccc(OCCN2CCN(C(=O)c3ccc(OC(F)F)c(OC)c3)CC2)cc1,5,0.2,0.1,-13,1,-7,1,-4,7,9,-2
c1ccc(C[C@H]2CNCCN2CC2CCCCC2)cc1,1,0.6,-2.2,17,-8,5,3,-9,-14,7,-3
CN(CCc1ccccc1)C(=O)c1cccc(NC(=O)Cc2cccc(NC(=O)C3CCN(C(=O)C4CCCCC4)CC3)c2)c1,-1,-0.4,2.0,-11,2,0,.,-5,3,6,-5
O=[N+]([O-])c1ccc(OCCn2cnc3ccccc32)cc1,5,-0.2,0.7,1,-4,14,-1,-7,-32,-21,0
COc1ccc(C(CCN)Cc2ccccc2)cc1 (configuration not stated),-8,1.4,-3.2,1,-2,-10,0,-4,-4,-16,-3
N#Cc1cccc(-c2cn(S(=O)(=O)c3ccc(Cl)cc3)nc2N)c1,-11,0.0,-0.2,10,17,-4,-2,-7,10,2,.
ON=C1c2cc(OCCN3CCCCC3)ccc2-c2ccc(OCCN3CCCCC3)cc21,-5,-0.2,-0.6,53,74*,-14,4,.,111*,-33,-9
CN1C(C(=O)NCc2cccc(Br)c2)CC2Cn3c(nc4cc5ccccc5cc43)C21 (configuration not stated),7,0.7,3.2,0,0,22,0,-5,-1,-9,.
COc1cccc(/C=C/C(=O)OCC(=O)N2c3ccccc3CC2C)c1OC (configuration not stated),1,-0.3,0.0,3,7,-17,.,-2,-27,-23,5
CCc1ccccc1NC(=O)CSc1n[nH]c(-c2cccnc2)n1,-5,-0.2,1.3,-16,9,-22,2,-4,7,13,9
O=C(NC1CCN(Cc2ccccc2)CC1)C(NS(=O)(=O)c1cccc2nsnc12)c1ccccc1 (configuration not stated),2,-0.2,0.0,1,4,-11,-2,-2,9,10,-1
COc1ccc(-c2cn(CCN)c(-c3ccncc3)n2)cc1,0,0.4,0.3,13,2,13,2,-10,2,-8,67
C=C(C)c1cccc(C(C)(C)NC(=O)N2CC(C)OC(C)C2)c1 (configuration not stated),-2,0.2,0.0,0,10,-18,0,-1,6,9,15
O=C(CCS(=O)(=O)c1ccc(Cl)cc1)Nc1ccc(N2CCOCC2)cc1,-8,0.1,3.2,0,14,-10,3,-1,6,4,1
O=C1Cc2ccccc2N1c1c(Cl)cccc1Cl,-7,-0.3,0.9,1,2,-15,2,-2,11,10,-8
O=C(CCCO)NC1Cc2ccccc2C1,-2,-0.1,0.9,6,12,4,2,1,6,20,-2
O=C(Nc1ccc(N2CCN(C(=O)c3ccco3)CC2)c(Cl)c1)c1c(F)c(F)c(F)c(F)c1F,9,4.8,1.0,0,5,-16,0,-4,6,32,-4
COc1ccc(OC)c2[nH]c(=O)c(CCNC(=O)Cc3cccs3)cc12,-11,0.0,-1.4,-12,0,-4,-1,9,-3,14,-4
CC(=O)N1CCc2cc(Br)cc(S(=O)(=O)NCC3CCCO3)c21 (configuration not stated),-5,0.0,-1.1,-1,4,-1,2,1,0,13,7

# Reprinted from above, 3 compounds:
SMILES,PDI inh,aDG glyco act,hiPSC survival,Exocytosis inh,MITF TRPM1 inh,NR2E3 ag-1,NR2E3 ag-2,CaV13 FRET inh,Peg3 prom inh,HIF-2a inh,Vif inh
O=C1CC(N2CCN(Cc3ccccc3)CC2)C(=O)N1 (configuration not stated),7,-0.4,0.1,3,14,-9,0,4,12,12,1
O=C(Nc1ccc(-c2cnco2)cc1)c1ccc(Cl)cc1,0,-0.1,-0.3,1,.,-52,1,-5,-98,-133,3
CCO/C(C)=N/Oc1cc(OC)cc(OC)c1,.,0.3,1.0,-3,.,2,.,-11,-20,4,0
